Bioassay records as filed in PubChem BioAssay.
Tau fluor cs = Counterscreen qHTS for Inhibitors of Tau Fibril Formation, Fluorescence Polarization; Potency, µM (series often up to 57.7 µM), for the others: top-dose activity change, negative = decrease; tau K18 P301L (four-repeat tau fragment) Alexa594 fluorescence, heparin fibrillization; 0.93% of 280,000 active; note: potency is the fitted concentration of half-maximal effect; % is set by controls: 0 for no effect and ±100 for the full control effect; nearly all actives have a fitted effect of over 55% in size
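Human K18 P301L tau (15 uM unlabeled plus 0.24 uM Alexa 594-labeled, final) in 100 mM sodium acetate pH 7 was mixed with compound and 20 uM heparin and incubated 6 hr at 37 C.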
CBFb-RUNX1 inh = qHTS Assay for Compounds Blocking the Interaction Between CBF-beta and RUNX1 for the Treatment of Acute Myeloid Leukemia | AID 1477, 2009 | 230,000 tested, under 10 active | AlphaScreen CBFb-His/RUNX1-biotin binding, biochemical | Runt-related transcription factor 1 (Homo sapiens) + Core-binding factor subunit beta … | Potency, µM (series often up to 59.8 µM), for the others: at the highest dose activity, negative = inhibition, actives largely listed as inhibitors; note: % of control where 0% means no effect
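His-tagged CBF-beta and biotinylated RUNX1 (30 nM each) were premixed 20 min at room temperature, exposed to compound for 15 min, then given nickel-chelate and streptavidin AlphaScreen beads (50 ng each). After 90 min, AlphaScreen signal was read.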
TR SRC2 fluor cs = Total Fluorescence Counterscreen for Inhibitors of the Interaction of Thyroid Hormone Receptor and Steroid Receptor Coregulator 2; TRb/SRC2 Texas Red total fluorescence interference; Potency, µM (titrated, usually from 106 µM), inactives show at the top dose fluorescence change, negative = quenching; 0.29% of 280,000 active; AID 1479, 2009; active = well fitted curve in either direction with a large enough effect; inconclusive = small, poorly fitted or top-dose-only effect; note: potency is the fitted concentration of half-maximal effect; % is set by controls: 0 for no effect and ±100 for the full control effect
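Flags fluorescent or light-absorbing compounds by total fluorescence, S + 2P, at 555 nm excitation and 632 nm emission. Mixture: 20 nM Texas Red SRC2 peptide, 0.6 uM human TRb LBD, 1 uM T3, 5% DMSO; compound exposure 5 h at ambient temperature.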
Tau FP inhib = qHTS for Inhibitors of Tau Fibril Formation, Fluorescence Polarization | Microtubule-associated protein tau (Homo sapiens), P10636 | 0.39% of 280,000 active | Potency, µM (top dose mostly 57.7 µM), inactives show at the highest dose activity, negative = inhibition, hits mostly inhibitors | K18 P301L tau heparin fibrillization, Alexa594 FP, 6 h; note: potency is the fitted concentration of half-maximal effect; % is set by controls: 0 for no effect and ±100 for the full control effect; nearly all actives have a fitted effect of over 55% in size
Target sequence (P10636 561-689 P618L limits assumed): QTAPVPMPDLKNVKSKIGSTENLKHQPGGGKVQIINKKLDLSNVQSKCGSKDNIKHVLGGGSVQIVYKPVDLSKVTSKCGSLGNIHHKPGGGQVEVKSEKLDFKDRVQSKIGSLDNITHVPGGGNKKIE
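FP of Alexa 594-tau after heparin (20 uM) induction. Substrate: human K18 P301L, 15 uM unlabeled, 0.24 uM labeled. Buffer 100 mM sodium acetate pH 7. 6 hr, 37 C.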
NPSR antag = qHTS Assay for Antagonists of the Neuropeptide S Receptor: cAMP Signal Transduction. Potency, µM (series often up to 38.3 µM), inactives show at the top dose activity change, negative = inhibition, most hits filed as inhibitors. CHO-NPSR cells, cAMP TR-FRET, antagonist mode. 1% of 220,000 active. Q6W5P4. AID 1461, 2008; note: potency is the fitted concentration of half-maximal effect; % is set by controls: 0 for no effect and ±100 for the full control effect; nearly all actives have a fitted effect of over 50% in size; many of its hits are not listed in these tables
Target sequence (Q6W5P4 whole entry, looked up): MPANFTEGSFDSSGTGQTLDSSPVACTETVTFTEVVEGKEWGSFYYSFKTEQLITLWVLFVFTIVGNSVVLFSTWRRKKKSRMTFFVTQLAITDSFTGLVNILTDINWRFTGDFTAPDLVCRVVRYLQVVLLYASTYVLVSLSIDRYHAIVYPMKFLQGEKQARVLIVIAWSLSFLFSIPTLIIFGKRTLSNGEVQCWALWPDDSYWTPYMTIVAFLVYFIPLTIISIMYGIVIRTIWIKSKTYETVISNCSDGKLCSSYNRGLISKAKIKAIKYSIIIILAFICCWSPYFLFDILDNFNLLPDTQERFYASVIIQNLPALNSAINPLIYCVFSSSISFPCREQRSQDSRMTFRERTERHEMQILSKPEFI
TRb-SRC2 inh = qHTS for Inhibitors of the Interaction of Thyroid Hormone Receptor and Steroid Receptor Coregulator 2; Thyroid hormone receptor beta (Homo sapiens), P10828; TRbeta-SRC2 peptide binding, fluorescence polarization; receptor liganded with 1 µM T3; Potency, µM (titrated, usually from 106 µM), without a hit: top-dose activity change, negative = inhibition, actives largely listed as inhibitors; 0.065% of 280,000 active; AID 1469, 2008;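 note: potency is the fitted concentration of half-maximal effect; plate controls were bound peptide for no effect and peptide without receptor for full effect; nearly all actives have a fitted effect of over 50% in size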
Target sequence (P10828 whole entry, looked up): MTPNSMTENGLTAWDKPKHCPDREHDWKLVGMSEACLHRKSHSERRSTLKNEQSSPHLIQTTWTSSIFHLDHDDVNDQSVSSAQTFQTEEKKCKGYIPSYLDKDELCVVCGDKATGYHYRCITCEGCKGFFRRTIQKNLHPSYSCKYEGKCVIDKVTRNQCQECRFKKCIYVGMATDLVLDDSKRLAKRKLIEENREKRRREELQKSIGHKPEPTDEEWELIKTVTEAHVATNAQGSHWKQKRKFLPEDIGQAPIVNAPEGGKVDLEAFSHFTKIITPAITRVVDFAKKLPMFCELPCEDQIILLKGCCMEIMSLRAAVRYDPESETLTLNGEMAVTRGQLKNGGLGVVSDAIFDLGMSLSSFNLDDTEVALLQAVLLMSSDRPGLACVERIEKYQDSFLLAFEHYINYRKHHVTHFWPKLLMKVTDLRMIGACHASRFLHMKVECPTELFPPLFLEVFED
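Polarization signal, normalized between peptide-alone and full complex controls, measured compound effects on T3-liganded human TRb LBD (0.6 uM) binding 20 nM Texas Red SRC2 peptide after 5 hr.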
Epigenetic derep = Quantitative High-Throughput Screen for Regulators of Epigenetic Control | murine LDR cells, GFP reporter derepression, 30 h | AID 1865, 2009 | 0.2% of 280,000 active | Potency, µM (highest dose often 53.9 µM), without a hit: at the top dose GFP activation, hits mostly activators; note: potency is the fitted concentration of half-maximal effect; % of control where 0% means no effect; nearly all actives have a fitted effect of over 60% in size
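Murine LDR cells carrying a silenced, genomically integrated CMV-driven GFP reporter were exposed to compound for 30 hours at 37 C. After PBS washes, GFP-positive cells (20–120 um objects) were counted by laser-scanning microplate cytometry.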
aGal spleen mod = qHTS Assay for Inhibitors and Activators of Human alpha-Galactosidase From Spleen Homogenate; 0.008% of 240,000 active; AID 2107, 2009; Potency, µM (series often up to 80 µM), for inactives: top-dose activity change, negative = inhibition, usual class: inhibitors; human spleen homogenate, 4MU-alpha-Gal fluorescence, 40 min;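 note: potency is the fitted concentration of half-maximal effect; 0% = enzyme with vehicle and -100% = no enzyme basal signal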
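Fluorogenic readout (Ex 365/Em 440 nm) of 4-methylumbelliferone released from 1 mM 4-MU-alpha-galactoside by spleen homogenate, 40 min at 37C, pH 5.0. Data normalized to no-enzyme and enzyme controls; Hill-equation AC50 from compound titrations.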
An asterisk follows results filed as active; ? = inconclusive; · = no result given; & = joins results of further samples; [ ] = dose if it differs, or a comment. Unless noted, calls come from the whole dose curve; as a rule, active = well fitted curve in the direction sought with a large enough effect; inconclusive = small, poorly fitted or top-dose-only effect, or another doubt; inactive = no such curve, though single readings can be large; an effect the other way counts as inactive or inconclusive. This is a subset (hit frequency here may not be typical).

SMILES	Tau fluor cs	CBFb-RUNX1 inh	TR SRC2 fluor cs	Tau FP inhib	NPSR antag	TRb-SRC2 inh	Epigenetic derep	aGal spleen mod
Cc1ccc(C2NC(=NCc3ccccc3)Nc3nc(C)cc(=O)n32)cc1 (stereo not given)	4.2%	7.1%	-1.3%	14.4%	10.8%	-6.9%	-4.2%	-11.4%
Cc1[nH]c(C)c2c(=O)[nH]ncc12	-1.9%	-6.0%	-1.5%	-5.8%	-46.2%	-0.5%	-1.3%	7.2%
COc1ccc(-c2c(C)cc3oc(=O)cc(-c4ccccc4)c3c2C)cc1F	-24.1%[81.3 µM]	10.0%[89.1 µM]	-10.2%	2.1%[81.3 µM]	·	8.8%	0.7%	6.9%[119 µM]
CC(C)(C)OC(=O)N1CCC(c2c(C(=O)N3CCN(c4ccc(Cl)cc4)CC3)cnn2-c2ccc(F)cc2F)CC1	-24.4%	·	-3.6%	1.8%	·	-0.8%	-1.3%	·
COc1ccc(-c2noc(CN3CCN(c4cccc(Cl)c4)CC3)n2)cc1	-24.6%	·	-1.4%	1.2%	·	-5.2%	-1.2%	·
NC(=O)CNC(=O)C1CCCc2c1[nH]c1ccc(Cl)cc21 (stereo not given)	-14.5%	-0.4%	1.2%	6.6%	3.4%[46.1 µM]	3.8%	0.0%	0.1%
Cc1n[nH]c(C)c1S(=O)(=O)N1CCc2ccccc21	-16.7%	-2.5%	-3.8%	1.9%	-4.6%[46.1 µM]	0.5%	0.9%	0.3%
Cc1cc(-c2ccc(S(=O)(=O)NCc3ccccc3Cl)s2)on1	-28.0%	·	0.8%	?	·	8.0%	-2.0%	·
COCCCNC(=O)c1cnn(-c2ccccc2Cl)c1C1CCN(C(=O)OC(C)(C)C)CC1	-10.2%	·	-1.7%	1.6%	·	-6.0%	5.1%	·
Cc1ccc(S(=O)(=O)N2CCN(Cc3cc(=O)n4nc(-c5ccccc5Cl)sc4n3)CC2)cc1	1.5%	·	-0.1%	-0.2%	·	-0.4%	-3.4%	·
NNC(=O)c1ccc2[nH]c3c(c2c1)CCCC3	-20.3%	-18.0%	-2.3%	1.1%	17.9%	-8.7%	-2.2%	0.5%
O=c1n(Cc2cccc(C(F)(F)F)c2)c2ccccc2c2nc(-c3ccccc3)nn12	-26.3%	·	0.5%	-13.6%	·	1.8%	2.1%	·
CCc1nnc2sc(-c3ccc(NC(=O)c4ccc5c(c4)OCCO5)cc3)nn12	-2.2%	10.3%	-1.2%	9.8%	-7.0%[46.1 µM]	2.3%	2.9%	6.3%
CC(C)(C)c1ccc(C(=O)Nc2ccc(Oc3cccnc3)nc2)cc1	-12.5%	2.7%	-1.2%	-1.5%	22.0%	1.9%	-0.7%	8.1%
O=C(O)c1[nH]c2ccccc2c1CC(=O)N1CCN(c2ccccc2)CC1	-2.5%	1.5%	-1.1%	-0.7%	7.1%	-8.9%	2.6%	-1.6%
Cc1ccc(C(=O)CSc2nnc(-c3ccccc3)n2-c2ccccc2)cc1	-16.8%	·	5.4%	-1.4%	·	9.1%	0.0%	·
CC(=O)c1cccc(NC(=O)Cn2c(=O)oc3cc(S(=O)(=O)NC4CCCC4)ccc32)c1	-23.8%	·	2.2%	?	·	-1.2%	0.0%	·
COc1cccc(/C=N/NC(=O)CNC(=O)c2ccc(S(=O)(=O)N3CCOCC3)cc2)c1OC	7.2%	-12.5%	-0.1%	-5.4%	6.6%	-11.5%	-3.0%	-2.8%
Cc1c(NC(=O)C(C)OC(=O)COc2cccc3c2OC(C)(C)C3)c(=O)n(-c2ccccc2)n1C (stereo not given)	7.1%	8.6%	3.3%	5.3%	-5.6%[46.1 µM]	-13.5%	-0.8%	-2.0%
O=C(CN1C(=O)COc2ccccc21)NCCN1CCc2ccccc2C1	4.2%	1.6%	2.8%	3.6%	-6.2%[46.1 µM]	15.9%	1.1%	11.1%
COc1ccc(CCNC(=O)c2cc3c(=O)oc4ccc(C)cc4c3s2)cc1OC	-18.1%	·	-2.8%	-13.4%	·	-1.6%	0.0%	·
CCCCN(C)CCNC(=O)CCNC(=O)Cn1ccc2ccccc2c1=O	5.7%	-2.8%	1.1%	2.8%	11.2%	2.3%	0.8%	-5.1%
COc1ccc(C2NCCC3(O)CCCCC23)c(OC)c1OC (stereo not given)	-13.5%	14.3%	2.8%	-10.6%	17.2%[46.1 µM]	5.0%	-1.1%	7.4%
CC(C)C(NC(=O)c1cccc(S(=O)(=O)N2CCOCC2)c1)C(=O)NCCc1ccccn1 (stereo not given)	6.3%	2.4%	1.2%	9.9%	-2.4%[46.1 µM]	-24.3%	0.0%	6.2%
Cc1ccc(NC(=O)C(C)S)cc1 (stereo not given)	-27.7%	3.6%	-1.5%	?	-2.0%	-6.1%	3.4%	1.1%
Cc1ccc(Cl)cc1NC(=O)c1sc2nc(-c3ccccc3)cn2c1C	-16.3%	·	-6.1%	?	·	3.0%	5.4%	·
Cc1nn(C)c(NC(=O)c2ccc([N+](=O)[O-])cc2)c1Cl	2.2%	-1.1%	-2.1%	8.3%	11.0%	-1.2%	1.4%	-2.7%
CN(C)S(=O)(=O)c1ccc2c(c1)nc(CCC(=O)Nc1ccc(N3CCOCC3)cc1)n2C	5.5%	3.5%	-4.3%	-2.1%	15.9%	-4.9%	4.6%	8.5%
Cn1cccc1C(=O)NC(=O)COC(=O)C12CC3CC(CC(O)(C3)C1)C2	-8.7%	-4.2%	3.7%	-5.0%	-5.5%[46.1 µM]	-8.6%	-1.3%	1.8%
COc1cc(O)c(C(CCN2CCN(c3ccccc3)CC2)c2ccc3c(c2)OCO3)c(OC)c1 (stereo not given)	?	?	-0.8%&-3.2%	0.3%	-43.1%	0.6%&0.8%	0.0%	8.1%&-2.2%
COc1ccc(OC)c(Cc2nnc(CCC(=O)NC3CCCC3)o2)c1	-1.9%	5.3%	0.2%[53 µM]	-7.5%	-17.7%	3.4%[53 µM]	1.8%	-0.1%
O=C(CN1CCN(S(=O)(=O)c2cc(Cl)ccc2Cl)CC1)Nc1cccc(F)c1	-25.4%	·	-5.8%	-2.5%	·	6.3%	0.8%	·
c1ccc(-c2noc(CN3CCc4sccc4C3)n2)cc1	-12.7%	8.2%	-1.8%	-2.6%	-9.0%	-7.8%	1.1%	0.6%
O=C(COC(=O)CNC(=O)c1ccco1)Nc1ccccc1OC(F)F	3.5%	8.3%	0.6%	6.0%	2.6%	6.4%	-1.3%	-9.0%
O=S(Cc1ccc(Cl)cc1)CC(O)COCc1ccc(Cl)cc1 (stereo not given)	-4.3%	0.3%	-6.8%	-5.3%	10.0%[46.1 µM]	9.5%	7.2%	-0.7%
COc1ccccc1CNC(=O)C(C)NS(=O)(=O)c1ccccc1 (stereo not given)	-1.5%	3.4%	0.4%	-3.9%	-14.6%[46.1 µM]	16.4%	-15.9%	-2.5%

The list goes on, starting with the last three of the part before.
SMILES	Tau fluor cs	CBFb-RUNX1 inh	TR SRC2 fluor cs	Tau FP inhib	NPSR antag	TRb-SRC2 inh	Epigenetic derep	aGal spleen mod
O=C(COC(=O)CNC(=O)c1ccco1)Nc1ccccc1OC(F)F	3.5%	8.3%	0.6%	6.0%	2.6%	6.4%	-1.3%	-9.0%
O=S(Cc1ccc(Cl)cc1)CC(O)COCc1ccc(Cl)cc1 (stereo not given)	-4.3%	0.3%	-6.8%	-5.3%	10.0%[46.1 µM]	9.5%	7.2%	-0.7%
COc1ccccc1CNC(=O)C(C)NS(=O)(=O)c1ccccc1 (stereo not given)	-1.5%	3.4%	0.4%	-3.9%	-14.6%[46.1 µM]	16.4%	-15.9%	-2.5%
CCN(CC)CCN1C(=O)C(=O)/C(=C(/O)c2c(C)[nH]c(C(=O)OC)c2C)C1c1ccc(C)o1 (stereo not given)	-18.4%	4.8%	1.0%	-14.2%	-30.4%	-6.5%	-0.3%	-0.2%
COc1cc(S(=O)(=O)n2ccc(C)n2)c(OC)cc1Cl	-9.5%	4.7%	-3.9%	-3.0%	-7.7%[46.1 µM]	3.2%	1.0%	3.0%
O=C(CSc1nnc(-c2ccccc2)c(-c2ccccc2)n1)NCc1ccco1	-3.3%	-1.7%	-1.8%	6.7%	-27.7%[46.1 µM]	-0.6%	0.0%	0.2%
COc1ccc(/C(N)=N/OC(=O)CN(C)S(=O)(=O)c2ccccc2)cc1	-16.1%	8.5%	0.0%	3.1%	-5.9%	1.9%	0.9%	10.1%
COc1ccc(NC(=O)c2oc3ccccc3c2NC(=O)C2CC2)cc1	?	4.8%	-6.1%	-3.8%	-29.3%[46.1 µM]	-3.3%	0.5%	11.9%
CCOC(=O)C1=NN(C(=O)c2cccc(Br)c2)C(O)(C(C)(C)C)C1 (stereo not given)	-5.0%	-1.3%	-1.3%	-2.5%	20.0%	2.0%	2.9%	3.5%
O=C(CC1C(=O)N(c2ccc(F)cc2)C(=O)N1Cc1ccccn1)Nc1ccccc1 (stereo not given)	-5.0%	-0.3%	2.1%	1.3%	-11.9%[46.1 µM]	4.5%	0.0%	1.0%
CC(=O)Nc1ccc(NCN2C(=O)C3C4CCC(C4)C3C2=O)cc1 (stereo not given)	0.0%	-4.0%	1.7%	-0.7%	2.7%[46.1 µM]	2.0%	-1.3%	-0.3%
